# Screening data from PubChem BioAssay.
# A549 tox = Nrf2 qHTS screen for inhibitors: counterscreen for cytotoxicity; Potency, µM (doses to about 46 µM), for inactives: top-dose activity change, negative = cytotoxicity, hits mostly inhibitors; hit rate 0.16% among 390,000; A549 ARE-Fluc cells, CellTiter-Fluor viability, 18-24 h; also: potency is read from the fitted curve at half-maximal effect; % is scaled to controls: 0 for no effect and ±100 for the full control effect
#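 A549 ARE_Fluc cells in 5% FBS OPTI-MEM were exposed to compounds in concentration-response for 18-24 h at 37 deg C. Viability was read by CellTiter-Fluor fluorescence (Ex 405/Em 525) after 30 min, before the luciferase read.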
# TGFb SMAD3 inh = qHTS for Inhibitors of TGF-b; HepG2 CAGA-GFP TGF-b/SMAD3 reporter, GFP fluorescence, 18 h; TGF-beta stimulated, 500 pg/mL final; Potency, µM (top dose mostly 46.1 µM), without a hit: at the highest dose activity, negative = inhibition, actives largely listed as inhibitors; hit rate 1.2% among 410,000; also: potency is read from the fitted curve at half-maximal effect; % is scaled to controls: 0 for no effect and ±100 for the full control effect; nearly all actives have a fitted effect of over 65% in size
#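 GFP signal (ex488/em500-530) from TGF-beta-stimulated HEPG2 CAGA-GFP cells, 500 pg/mL final, 18 h at 37 degrees C in DMEM plus 1% FBS, normalized to unstimulated and DMSO-stimulated controls.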
# Nrf2 activator = qHTS of Nrf2 Activators; Potency, µM (top dose mostly 46.1 µM), for the others: at the top dose activation, usual class: activators; hit rate 0.31% among 410,000; AREc32 ARE-luciferase reporter (MCF7-derived line), luminescence, 24 h; AID 624171, 2012; also: potency is read from the fitted curve at half-maximal effect; % of control where 0% means no effect; nearly all actives have a fitted effect of over 65% in size
#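 Luciferase luminescence (Steady-Glo, 30 min at room temperature) served as the read-out of ARE activation in AREc32 cells treated with compounds for 24 hr at 37 deg C.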
# HepG2 tox = qHTS for Inhibitors of TGF-b: Cytotox Counterscreen; HepG2 CAGA-GFP viability, ATP luminescence, 18 h; Potency, µM (titrated, usually from 46.1 µM), for the others: top-dose activity change, negative = cytotoxicity, actives largely listed as cytotoxic; hit rate 0.76% among 410,000; also: potency is read from the fitted curve at half-maximal effect; some results filed as inactive show a strong effect at the top dose
#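 CellTiter-Glo luminescence gave cytotoxicity after 18 hours at 37 degrees C. The cells were HepG2 CAGA-GFP in 1% FBS DMEM, stimulated with 500 pg/mL TGF-beta after compound addition. %Activity was normalised to no-cell wells (complete cell-killing) and DMSO (no toxicity), and curves were fitted and classified.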
# S2 tox = Viability Counterscreen for Primary qHTS for Inhibitors of ATXN expression; S2 cells (HEK-293 line with an ATXN2-luciferase reporter) viability, CellTiter-Fluor protease fluorescence, 24 h; Potency, µM (highest dose often 56.7 µM), usual class: cytotoxic; hit rate 0.49% among 400,000; AID 651635, 2014; also: potency is read from the fitted curve at half-maximal effect; nearly all actives have a fitted effect of over 40% in size
# EPAC2 ag = qHTS for Agonist of cAMP-regulated guanine nucleotide exchange factor 4 (EPAC2): primary screen; Rap guanine nucleotide exchange factor 4 (Homo sapiens), Q8WZA2; EPAC2 activation, biochemical qHTS; response scale: 100% = 6.5 mM cAMP response; Potency, µM (titrated, usually from 154 µM), without a hit: top-dose activation, usual class: activators; hit rate 0.079% among 360,000; AID 720711, 2013; also: potency is read from the fitted curve at half-maximal effect; nearly all actives have a fitted effect of over 50% in size
# Target sequence (Q8WZA2 whole entry, looked up): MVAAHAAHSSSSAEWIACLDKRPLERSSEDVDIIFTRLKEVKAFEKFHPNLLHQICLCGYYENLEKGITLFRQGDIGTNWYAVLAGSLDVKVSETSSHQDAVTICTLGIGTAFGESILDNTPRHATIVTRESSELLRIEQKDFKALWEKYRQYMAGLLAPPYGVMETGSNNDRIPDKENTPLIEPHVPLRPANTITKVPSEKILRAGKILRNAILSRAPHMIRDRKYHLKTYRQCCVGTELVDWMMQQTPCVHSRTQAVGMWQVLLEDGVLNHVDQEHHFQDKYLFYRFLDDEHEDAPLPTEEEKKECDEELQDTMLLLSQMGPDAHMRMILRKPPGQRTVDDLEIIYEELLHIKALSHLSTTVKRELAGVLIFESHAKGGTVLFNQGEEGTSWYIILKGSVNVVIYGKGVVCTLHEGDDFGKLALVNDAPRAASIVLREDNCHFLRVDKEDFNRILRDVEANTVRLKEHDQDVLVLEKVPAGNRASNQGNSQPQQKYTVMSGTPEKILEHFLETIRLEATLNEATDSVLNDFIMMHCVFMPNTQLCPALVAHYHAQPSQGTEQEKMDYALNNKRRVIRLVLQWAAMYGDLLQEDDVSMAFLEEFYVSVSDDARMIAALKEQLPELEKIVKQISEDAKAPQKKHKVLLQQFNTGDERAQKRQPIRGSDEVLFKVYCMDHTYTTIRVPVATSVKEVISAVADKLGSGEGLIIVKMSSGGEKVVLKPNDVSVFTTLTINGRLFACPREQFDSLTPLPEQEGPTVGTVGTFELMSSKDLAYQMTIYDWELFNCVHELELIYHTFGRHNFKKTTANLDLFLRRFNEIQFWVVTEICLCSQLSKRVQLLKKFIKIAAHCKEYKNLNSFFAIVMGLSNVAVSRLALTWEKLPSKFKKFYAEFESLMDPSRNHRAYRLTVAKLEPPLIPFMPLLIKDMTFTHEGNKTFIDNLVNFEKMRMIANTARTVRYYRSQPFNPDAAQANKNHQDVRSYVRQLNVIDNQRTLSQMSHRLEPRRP
#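 In this primary screen, activation is scored as increased exchange of BODIPY-GDP from Rap1B by 100 nM EPAC2, with 50 uM GDP as competitor. Signal is normalized to the 6.5 mM cAMP agonist control.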
# IL2 activator = qHTS of IL-2 Activators. AID 652025, 2013. hit rate 0.065% among 360,000. activation, % (series mostly up to about 46 µM). IL-2 activation reporter assay, cell-based qHTS; stimulated with anti-CD3/CD4/CD28 beads; in transgenic mouse T cells; in the data active = activation above about 50%; inconclusive = mostly about 30% to 49%; also: 0% is about no effect
#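 Screening format: compound pinned onto unstimulated transgenic mouse T cells, 60 min incubation, then anti-CD3/anti-CD4/anti-CD28 bead stimulation for 18 hours at 37 degrees C, followed by EGFP and DsRed detection.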
# ATXN2 expr inh = Primary qHTS for Inhibitors of ATXN expression. HEK-293 ATXN2-luciferase reporter, luminescence, 24 h. Potency, µM (doses to about 57 µM), for inactives: at the top dose activity change, negative = inhibition, actives largely listed as inhibitors. hit rate 0.72% among 360,000. AID 1745845, 2022; also: potency is read from the fitted curve at half-maximal effect; % is scaled to controls: 0 for no effect and ±100 for the full control effect; nearly all actives have a fitted effect of over 55% in size
#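 ATXN2-luciferase reporter cells (luciferase flanked by upstream and downstream ATXN2 gene portions) were treated 24 h at 37 °C with compounds at up to 57 uM. SteadyGlo luminescence gave expression; GF-AFC fluorescence gave viability.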
# Nrf2 block = Nrf2 qHTS screen for inhibitors. hit rate 2.1% among 360,000. A549 ARE-Fluc reporter, luciferase luminescence, 18-24 h. AID 504444, 2011. Potency, µM (highest dose often 46 µM), without a hit: at the top dose activity change, negative = inhibition, most hits filed as inhibitors; also: potency is read from the fitted curve at half-maximal effect; % is scaled to controls: 0 for no effect and ±100 for the full control effect; nearly all actives have a fitted effect of over 60% in size
#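 Nrf2 function is reported as luminescence of an ARE-controlled luciferase in A549 cells. Compounds were tested at several concentrations, and a CellTiter-Fluor read on the same wells flagged cytotoxicity.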
# The depositor's hits bear a star; i = inactive; u = inconclusive; x = not tested or not shown; [ ] = remark or other dose. Unless noted, calls follow the shape of the dose curve; as a rule, active = well fitted curve in the direction sought with a large enough effect; inconclusive = small, poorly fitted or top-dose-only effect, or another doubt; inactive = no such curve, though single readings can be large; an effect the other way counts as inactive or inconclusive.
# Labels used below – A = A549 tox; B = TGFb SMAD3 inh; C = Nrf2 activator; D = HepG2 tox; E = S2 tox; F = EPAC2 ag; G = IL2 activator; H = ATXN2 expr inh; I = Nrf2 block
COc1ccc(Br)cc1C(=O)Nc1cc(C)cc(C)c1
  A: 3% | B: -30% | C: 0.0% | D: -2% | E: i | F: -1% | G: -0.4 | H: -35% | I: 1%
CC(=O)c1nn(-c2cccc(C(F)(F)F)c2)c(=O)[nH]c1=O
  A: -4% | B: u | C: 0.0% | D: -21% | E: i | F: 5% | G: -4.0 | H: -10% | I: -11%
CN1CCN(C(=O)c2ccccc2NC(=O)c2sc3ccccc3c2Cl)CC1
  A: -3% | B: 2% | C: 2.7% | D: -4% | E: i | F: -1% | G: -0.5 | H: -5% | I: 8%
O=C1CC(N2CCC(c3nc4ccccc4o3)CC2)C(=O)N1 (configuration not stated)
  A: -7% | B: -2% | C: 0.4% | D: 2% | E: i | F: 4% | G: -0.5 | H: x | I: -5%
O=C(CNCc1cccs1)Nc1ccc(OC(F)(F)F)cc1
  A: -1% | B: 8% | C: 7.6% | D: -44% | E: i | F: -2% | G: 0.4 | H: 19% | I: 13%
Cc1ccc(C(=O)C2=C(O)C(=O)N(Cc3ccco3)C2c2cccc(Cl)c2)o1 (configuration not stated)
  A: -13% | B: -15% | C: 0.9% | D: 4% | E: i | F: 4% | G: -0.8 | H: 5% | I: -22%
Cc1ccc(/C=C/C(=O)Nc2sc3c(c2C#N)CCCC3)o1
  A: 8% | B: u | C: 13% | D: -4% | E: i | F: 6% | G: -1.0 | H: 0% | I: 17%
O=C1CCCCN1CCCC(=O)N1CCCC(Nc2ccc(F)cc2)C1 (configuration not stated)
  A: 9% | B: -18% | C: 0.3% | D: -18% | E: i | F: 1% | G: -0.5 | H: x | I: 0%
CCOc1cc(NC(=S)NCc2ccccc2)c(OCC)cc1NC(=O)C(C)C
  A: 9% | B: -19% | C: -0.1% | D: -17% | E: i | F: 11% | G: 0.8 | H: -9% | I: -8%
Cc1ccccc1/C=C1\CCCc2ccccc2C1=O
  A: -6% | B: -4% | C: u | D: -28% | E: i | F: 2% | G: -1.5 | H: 33%[activator] | I: u
COc1cccc(NC(=O)N2CCc3nc(Nc4cc(Cl)cc(Cl)c4)ncc3C2)c1
  A: x | B: u | C: -1.3% | D: -13% | E: u | F: 3% | G: -0.1 | H: 0% | I: x
CCOC(=O)c1sc(-c2ccccc2)nc1C
  A: u | B: u | C: u | D: 7% | E: i | F: 9% | G: -2.9 | H: -8% | I: u
O=C(Nc1ccc(SC(F)F)cc1)c1ccccc1F
  A: -1% | B: 9% | C: -0.8% | D: 3% | E: i | F: -9% | G: -2.3 | H: x | I: u
Cc1ccc(O)c(CNc2cnc3ccccc3c2)c1
  A: -4% | B: -19% | C: 5.0%[9.22 µM] | D: -12% | E: i | F: 4% | G: -4.4 | H: 8% | I: -16%
CS(=O)(=O)N(CC(=O)N1CCOCC1)c1cccc(F)c1
  A: 1% | B: 9% | C: 0.2% | D: 17% | E: i | F: -6% | G: -0.1 | H: 5% | I: 1%
Cc1cc(C)n2nc(N)c(N=Nc3cccc(Cl)c3)c2n1
  A: -13% | B: -6% | C: 2.0% | D: -6% | E: i | F: -1% | G: 1.6 | H: -2%[11.3 µM] | I: -20%
OCC[C@@H]1C[C@@H](O)[C@H](O)[C@]2(CCCc3ccccc3O2)O1
  A: 1% | B: 1% | C: -0.2% | D: -27% | E: i | F: 3% | G: -2.3 | H: 9% | I: 4%
Cc1ccc(OCCOC(=O)Nc2ccccc2)cc1
  A: -1% | B: -10% | C: 1.8% | D: -11% | E: i | F: 0% | G: -2.8 | H: 2% | I: -5%
Cc1cc(C)c2[nH]c(=O)c(CN(CC3CCCO3)C(=S)Nc3ccccc3)cc2c1 (configuration not stated)
  A: -1% | B: 12% | C: 0.4% | D: 0% | E: i | F: -11% | G: -0.9 | H: -3% | I: -3%
CC(C)COc1ccc(C(=O)Nc2ccc(SC(F)F)cc2)cc1
  A: 0% | B: u | C: 8.2% | D: -17% | E: i | F: -5% | G: 3.1 | H: x | I: 16%
C/C(=N/NC(=O)c1cccs1)c1ccc(N2CCOCC2)cc1
  A: -6% | B: 0% | C: 5.6% | D: 1% | E: i | F: -2% | G: 0.9 | H: 33% | I: 3%
Cc1nn(CC(=O)NCCC2=CCCCC2)c(C)c1S(=O)(=O)N(C)C
  A: 0% | B: -6% | C: -0.4% | D: 1% | E: i | F: 4% | G: 0.5 | H: 6% | I: -9%
CCS(=O)(=O)NCc1cn2ccsc2n1
  A: 6% | B: 7% | C: -0.9% | D: 9% | E: u | F: -2% | G: 0.3 | H: -3% | I: 2%
CC(=O)c1ccc(S(=O)(=O)N2CCN(CC(=O)Nc3ccnn3C3CCCC3)CC2)cc1
  A: 1% | B: 4% | C: -0.8% | D: -4% | E: i | F: 12% | G: -0.2 | H: -4% | I: -18%
C=C(C)Cn1c(SCC(=O)O)nnc1-c1ccccc1
  A: -9% | B: 0% | C: -0.7% | D: 1% | E: i | F: 5% | G: 2.6 | H: -10% | I: 0%
COc1cc(C2=NOC(C(=O)Nc3ccc(C)cc3)C2)cc(OC)c1OC (configuration not stated)
  A: -2% | B: -18% | C: 0.0% | D: -9% | E: i | F: 0% | G: -2.5 | H: -21% | I: x
O=Nc1ccc(NO)c2ccccc12
  A: x | B: 13µM* | C: -5.0% | D: -155% | E: i | F: 4% | G: -0.3 | H: x | I: x
Cc1cccc(C)c1NC(=O)C(c1ccccc1)N1CC(=O)Nc2ccccc21 (configuration not stated)
  A: 1% | B: -30% | C: -2.0% | D: -32% | E: i | F: -3% | G: -1.5 | H: -16% | I: -3%
Cc1cccc(C(=O)Nc2cccc(C(=O)OCc3cc(=O)n4nc(C(C)C)sc4n3)c2)c1
  A: 4% | B: 19% | C: 0.5% | D: -1% | E: x | F: x | G: x | H: x | I: x
Cc1nn(-c2ccccc2)c2sc(C(=O)OCc3nnc(-c4ccccc4)o3)cc12
  A: -10% | B: -3% | C: 3.3% | D: -1% | E: i | F: 3% | G: 0.1 | H: 4% | I: 11%

# Whole records, quoted from the list:
# `C=C(C)Cn1c(SCC(=O)O)nnc1-c1ccccc1` as listed: A549 tox: -9%; TGFb SMAD3 inh: 0%; Nrf2 activator: -0.7%; HepG2 tox: 1%; S2 tox: i; EPAC2 ag: 5%; IL2 activator: 2.6; ATXN2 expr inh: -10%; Nrf2 block: 0%
# `Cc1cccc(C(=O)Nc2cccc(C(=O)OCc3cc(=O)n4nc(C(C)C)sc4n3)c2)c1` as listed: A549 tox: 4%; TGFb SMAD3 inh: 19%; Nrf2 activator: 0.5%; HepG2 tox: -1%; S2 tox: x; EPAC2 ag: x; IL2 activator: x; ATXN2 expr inh: x; Nrf2 block: x
# `Cc1cccc(C)c1NC(=O)C(c1ccccc1)N1CC(=O)Nc2ccccc21` (configuration not stated) as listed: A549 tox: 1%; TGFb SMAD3 inh: -30%; Nrf2 activator: -2.0%; HepG2 tox: -32%; S2 tox: i; EPAC2 ag: -3%; IL2 activator: -1.5; ATXN2 expr inh: -16%; Nrf2 block: -3%

# The listing continues.
# Labels used below – A = A549 tox; B = TGFb SMAD3 inh; C = Nrf2 activator; D = HepG2 tox; E = S2 tox; F = EPAC2 ag; G = IL2 activator; H = ATXN2 expr inh; I = Nrf2 block
Cc1cccc(N2CC(C(=O)Nc3ccc4c(c3)OCO4)CC2=O)c1C (configuration not stated)
  A: 0% | B: 24% | C: -0.8% | D: -1% | E: u | F: 3% | G: 6.1 | H: -4% | I: -13%
O=[N+]([O-])c1ccccc1S(=O)(=O)N1CCN(c2nc(-c3cccs3)nc3ccccc23)CC1
  A: 2% | B: 11% | C: x | D: -1% | E: x | F: x | G: x | H: x | I: -20%
CN1CCN(S(=O)(=O)c2ccc(F)cc2)CC1
  A: x | B: -5% | C: -2.1% | D: -8% | E: i | F: 14% | G: 0.4 | H: x | I: x
CCOC(=O)CN(C(=O)Cn1nnc2ccccc21)C(C(=O)NCCOC)c1ccccc1 (configuration not stated)
  A: -6% | B: -2% | C: -0.8% | D: -10% | E: i | F: -2% | G: -0.4 | H: 5% | I: 7%
COc1ccc(C(=O)NNC(=O)c2ccc(C)cc2)cc1S(=O)(=O)N1CCCC1
  A: -6% | B: -7% | C: -0.1% | D: 25% | E: u | F: 7% | G: -0.2 | H: -15% | I: -17%
CCOC(=O)N1CCN(C(=O)CCc2ccccc2)CC1
  A: -1% | B: 13% | C: 2.7% | D: 6% | E: i | F: -7% | G: 1.0 | H: x | I: 4%
CCc1nn2c(=O)cc(COC(=O)c3cc(Cl)c(OC)c(OC)c3)nc2s1
  A: 3% | B: -2% | C: 0.1% | D: -16% | E: i | F: 0% | G: -0.4 | H: x | I: -12%
COc1ccccc1C1=Nn2c(nnc2C2CCCCC2)SC1
  A: -5% | B: 3% | C: -0.1% | D: -23% | E: i | F: 0% | G: 1.6 | H: -16% | I: -6%
O=C(Cn1nc(-c2ccccc2)ccc1=O)N1CCOCC1
  A: -2% | B: -4% | C: -1.7% | D: -1% | E: i | F: 11% | G: -0.6 | H: 6% | I: 9%
COc1ccc(Nc2nc(NCc3cccs3)nc3ccsc23)cc1OC
  A: x | B: u | C: 5.9% | D: -30% | E: u | F: 9% | G: -0.6 | H: -26% | I: x
CCOc1cc(CNCCSc2nnnn2C)cc(Br)c1OCc1ccccc1F
  A: u | B: u | C: 4.8% | D: -52% | E: u | F: 5% | G: -2.5 | H: -23% | I: 23µM*
